From PubChem
CaV13 FRET inh: Disruptors of the CACNA1D IQ motif to Ca2+-dependent inactivation inhibitor domain association, primary screening, Förster resonance energy transfer in intact living …. HEK cells, CFP/YFP FRET ICDI-IQ, plate reader, 10 min; percent FRET-ratio fall versus neutral wells. inhibition, % at 12.3 µM. 340,000 compounds, 0.098% hits;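 active = mean replicate inhibition of at least 30% and at least 1% of replicates passing that level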;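 also: 0% = median of the neutral control wells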
HTR2A ag: activates the mouse 5-HT2A serotonin receptor | P35363 | CHO-K1 mHTR2A beta-arrestin complementation, luminescence; percent of 30 µM serotonin response | activation, % at 7.6 µM | 360,000 compounds, 0.66% hits;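 active = activation above a run cutoff, the mean activation of all tested compounds plus 3 SD, cut at about 14% in these data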;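 also: 0% = plate median of compound wells and 100% = 30 µM serotonin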
MC4R antag cAMP: blocks human MC4R cAMP signaling; P32245; MC4R-expressing cells, MTII-stimulated cAMP, LANCE TR-FRET; inhibition, % at 6.5 µM; 360,000 compounds, 0.48% hits;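 active = inhibition above its plate's cutoff, the mean of tested wells on that plate plus 3 SD, cut at about 29% in these data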;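 also: 0% = Melanotan II alone and 100% = Melanotan II plus saturating MCL0020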
Target sequence (P32245 whole entry, looked up): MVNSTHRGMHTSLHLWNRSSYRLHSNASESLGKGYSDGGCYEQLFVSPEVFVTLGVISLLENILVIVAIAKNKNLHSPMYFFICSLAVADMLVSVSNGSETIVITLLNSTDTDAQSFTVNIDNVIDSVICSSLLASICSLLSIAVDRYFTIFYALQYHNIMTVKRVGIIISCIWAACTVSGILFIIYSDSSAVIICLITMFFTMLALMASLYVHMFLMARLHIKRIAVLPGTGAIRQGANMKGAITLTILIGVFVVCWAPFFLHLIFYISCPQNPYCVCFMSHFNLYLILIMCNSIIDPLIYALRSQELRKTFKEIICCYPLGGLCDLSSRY
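Material – human MC4R-expressing U2OS cells · Repeats – no replicates · Detection – TR-FRET with Eu-cAMP and labeled anti-cAMP, 671 nm · Times – compound 30 min, challenge 1 h, detection 1 h · Compound – single nominal compound dose of 6.5 µM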
PDI turbidity: PDI (human) enzyme inhibition | P07237 | PDI insulin aggregation turbidity, A650, 90 min | inhibition, % at 10 µM | 350,000 compounds, 0.052% hits | AID 588391;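 active = mean inhibition across replicates of 30% or more, whatever share of single replicates reach that level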;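 also: absorbance from insulin aggregation driven by PDI reduction with DTT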
Target sequence (P07237 whole entry, looked up): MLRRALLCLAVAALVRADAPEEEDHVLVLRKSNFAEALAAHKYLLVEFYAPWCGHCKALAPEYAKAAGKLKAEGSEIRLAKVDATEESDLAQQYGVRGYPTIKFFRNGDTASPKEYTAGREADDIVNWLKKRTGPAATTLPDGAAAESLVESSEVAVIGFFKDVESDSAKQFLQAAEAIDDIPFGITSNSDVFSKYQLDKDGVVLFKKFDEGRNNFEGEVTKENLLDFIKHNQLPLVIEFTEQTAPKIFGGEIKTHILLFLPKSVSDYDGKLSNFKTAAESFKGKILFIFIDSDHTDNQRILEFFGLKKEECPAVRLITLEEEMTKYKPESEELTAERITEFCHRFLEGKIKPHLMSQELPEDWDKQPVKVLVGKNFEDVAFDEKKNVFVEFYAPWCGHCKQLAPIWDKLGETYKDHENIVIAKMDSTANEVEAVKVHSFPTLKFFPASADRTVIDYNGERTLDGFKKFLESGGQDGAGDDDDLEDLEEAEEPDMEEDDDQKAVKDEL
ABHD5 PLIN5 PPI: blocks binding of human ABHD5 to perilipin-5. 360,000 compounds, 0.78% hits. inhibition, % at 4 µM. AID 602281. Split G. princeps luciferase complementation, luminescence, 4 h. Q00G26+Q8WTS1;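 active = inhibition above the mean inhibition across every tested compound plus 3 SD, cut at about 22% in these data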;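 also: 0% = DMSO only wells and the 100% control is not disclosed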
MC4R ag barr: agonists of human melanocortin 4 receptor (MC4R) beta-arrestin; U2OS MC4R beta-arrestin complementation, luminescence; percent of melanotan II response, DMSO zero; 360,000 compounds, 0.98% hits; AID 540308; activation, % at 8.9 µM;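 active = activation above a per-plate cutoff, the mean activation of sample wells on that plate plus 3 SD, cut at about 8% in these data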
ABCB6 inh 2: blocks the human ABCB6 transporter; Q9NP58; K562-ABCB6 porphyrin accumulation, flow cytometry, 1 h; stronger effect = lower value; fluorescence ratio to DMSO, % at 10 µM; 360,000 compounds, 0.19% hits;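 active = fluorescence ratio to DMSO below 75%, the collection mean minus 3 SD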;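 also: signal is porphyrin accumulated inside mitochondria; 100% equals median channel fluorescence of DMSO control wells; lower ratio means ABCB6 inhibition with less porphyrin fluorescence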
Granule exo inh: blocks lytic granule exocytosis; TALL-104 LAMP-1 surface exposure, flow cytometry; cells stimulated with thapsigargin and PMA; inhibition, % at 10 µM; 360,000 compounds, 0.66% hits;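 active = inhibition above about 55%, limit read from the data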
N-glyco inh: N-linked glycosylation inhibition. AID 588692. D54 ERlucT glycosylation luciferase reporter, 24 h; percent of 100 nM tunicamycin response. 360,000 compounds, 0.23% hits. reporter increase, % at 12.5 µM;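 active = mean luciferase reporter signal, scaled so untreated is 0 and the glycosylation-blocking control 100, at or above a set limit in every replicate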;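 also: luciferase carries N-glycosylation sites so blocking glycosylation raises the light; 0% = median of neutral control wells and 100% = median of 100 nM tunicamycin wells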
H9c2 protect: protects H9c2 cardiomyocytes from peroxide injury | H2O2 injury protection, ATPLite, 2 h | protection from H2O2 cell death, % at 20 µM | 360,000 compounds, 0.63% hits;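 active = compounds giving at least 50% protection of heart cells from peroxide-induced death in the single-dose screen, raw or plate-pattern-corrected value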;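 also: 0% = DMSO wells with peroxide and 100% = DMSO wells without peroxide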
Numbers without * were called inactive; . = not tested or not shown.

SMILES,CaV13 FRET inh,HTR2A ag,MC4R antag cAMP,PDI turbidity,ABHD5 PLIN5 PPI,MC4R ag barr,ABCB6 inh 2,Granule exo inh,N-glyco inh,H9c2 protect
COc1ccc(CN2CCNC(=O)C2CC(=O)N(C)CCC2CCOCC2)cc1OC (stereo unspecified),-6,-6,6,-7,1,-1.9,97,-4,0,2
COc1ccc(S(=O)(=O)N2CCc3ccccc32)cc1C(=O)NCc1ccco1,-8,-4,-5,9,3,2.6,96,2,-6,2
CS(=O)(=O)N(CC(=O)N1CCN(Cc2ccccc2)CC1)c1cccc(F)c1,-6,-2,4,-3,4,-0.2,91,13,1,-2
CCN(CC)C(=O)CSc1nnc(CCCCCNC(=O)OC(C)(C)C)o1,-5,-1,6,-8,3,0.9,97,-1,1,0
O=C(O)c1ccc(NCc2cccnc2)cc1,-5,-2,-1,-3,5,0.5,102,1,1,1
CCOc1cc(CNCCSc2nnnn2C)cc(Br)c1OCc1ccccc1,-5,-6,-3,-7,17,-0.3,99,14,-4,-12
Cc1nc2ccccn2c1/C(O)=C1\C(=O)C(=O)N(CCN2CCOCC2)C1c1cccnc1 (stereo unspecified),.,-2,10,1,2,0.8,97,-1,0,10
COc1ccc(/C=C/C(=O)NCCCNC(=O)/C=C/c2ccc(OC)c(OC)c2)cc1OC,-5,-8,-6,7,4,-1.3,101,-3,1,5
COc1cccc(C#CC2=CC(=O)C[C@H](c3ccc(F)cc3)C2)c1,-5,-1,3,-1,-1,0.8,101,3,-5,-24
OC1(c2ccc(Cl)cc2)CCN(Cc2nc(-c3cnccn3)no2)CC1,-3,-3,11,-4,-8,3.2,96,-2,2,2
CCc1ccc(/C(C)=N/Nc2cc(Cl)nc(C)n2)cc1,-9,-4,6,2,-1,-0.8,101,-2,0,3
CCc1ccc2nc(Nc3ccc(OC)cc3OC)c(C#N)cc2c1,-4,-1,9,6,4,-1.2,112,-2,1,-8
O=c1c2ccccc2nc2n1CCS2(=O)=O,-5,0,18,9,0,-0.1,97,-3,-4,-8
COc1ccc(NC(=O)c2cccc(NC(=O)c3ccccc3)c2)cc1,-1,-1,-5,-24,8,-1.3,99,-4,-2,0
Cc1cc(C)c(-n2nnnc2SCC(=O)c2cccs2)c(C)c1,-3,-2,6,-1,4,1.6,94,0,-5,-7
Cc1ccc2nc(-c3cccnc3)c(NC3CCCC3)n2c1,-3,0,9,-1,-2,2.6,97,16,2,3
Cc1ccc(OCCCCN2CCC(C)CC2)c(Br)c1,-8,-6,3,0,-3,-2.3,99,-1,-3,10
CCOC(=O)C1(Cc2ccc(Cl)cc2)CCN(C(=O)c2cnc(C)cn2)CC1,-3,1,10,2,0,0.4,92,-4,3,-4
NS(=O)(=O)c1ccc(CNC(=O)Cc2ccc(S(=O)(=O)N3CCOCC3)s2)cc1,-7,7,-1,10,10,-0.2,94,-2,-1,2
O=C(Nc1ccc(S(=O)(=O)N2CCC(C(=O)NC3CCCCC3)CC2)cc1)c1ccco1,-8,2,2,-8,1,-0.2,101,-2,-3,3
CC(NC(=O)c1cc(=O)[nH]c2ccccc12)c1ccccc1 (stereo unspecified),-1,-1,0,3,-3,-1.2,100,-1,1,2
CC[C@]12C(=O)N(C)C[C@H]([C@@H]3C(=O)N(Cc4ccccc4)C(=O)[C@@H]31)N2C(=O)c1ccccc1,-11,1,-2,-8,9,-1.5,99,3,0,6
CCN(CC)CCCNC(=O)C1c2cc(OC)c(OC)cc2C(=O)N(C)C1c1cccs1 (stereo unspecified),-5,6,6,5,0,-0.2,91,-2,3,2
COC(=O)CSc1ccc(S(=O)(=O)N2CCOCC2)cc1[N+](=O)[O-],-7,2,18,-2,-2,-1.0,98,7,2,8
CC(=O)Oc1ccc2c(=O)oc(-c3ccccc3)nc2c1,-5,4,15,-5,1,0.3,102,-1,0,-6
CCCCOc1ccc(C(=O)CCN2CCCCC2)cc1,-4,-3,12,1,10,-1.0,101,26,-4,-3
COc1ncnc2c1cnn2-c1ccccc1,-5,3,13,0,0,1.9,86,2,3,0
O=C(O)COc1ccc2c(-c3ccccc3)cc(=O)oc2c1,.,-2,-5,4,-3,-1.5,101,-2,1,0
COc1cccc(-c2nc(CS(=O)CC(=O)NCc3ccccc3Cl)c(C)o2)c1 (stereo unspecified),-10,0,3,.,-6,-0.7,91,3,3,7
Cc1ccc(S(=O)(=O)Cc2cc(F)c([N+](=O)[O-])cc2[N+](=O)[O-])cc1,.,-7,31*,-13,12,1.6,98,72*,18,-2
COc1ccc(C(=O)COc2ncnc3cc(Cl)ccc23)cc1,-19,2,8,-2,1,-1.5,91,-2,1,3
O=C(Nc1ccccc1)C1Cc2c(-c3ccc4c(c3)OCO4)ccnc2O1 (stereo unspecified),-9,-5,6,2,4,-0.7,94,-11,-2,11
Cc1cc(CNC(=O)c2ccc3c(c2)OCO3)c2ccccc2n1,152*,2,-19,10,1,-3.6,104,2,18,8
COc1ccc(NC(=O)c2ccc(S(=O)(=O)N3CCOCC3)cc2)c(OC)c1,-4,0,15,4,-2,0.8,99,4,2,6
CC1(C)CC(=O)C2=C(C1)OC(c1ccncc1)C(C#N)=C2N (stereo unspecified),-4,4,7,17,3,-1.2,101,-2,1,-1
O=C1CCc2cc(S(=O)(=O)N3CCCCC3)cc3c2N1CCC3,-15,6,2,5,-2,1.1,100,-6,1,-1
N#C/C(C(=O)N1CCOCC1)=c1/s/c(=C\c2ccccn2)c(=O)n1-c1ccccc1,-3,3,-6,-6,-2,-3.1,92,0,1,10
CC(Oc1cc2oc(=O)c3c(c2cc1Cl)CCCC3)C(=O)NCC1CCC(C(=O)O)CC1 (stereo unspecified),-3,-3,16,-1,3,-4.0,100,-1,0,-2
C/C(=N/NC(=O)CNC(=O)/C=C/c1ccco1)c1ccc(Cl)cc1,5,1,21,10,6,-0.8,95,4,2,-4
CC(C)c1ccc(NC(=O)C(=O)C2C(=O)Nc3ccccc32)cc1 (stereo unspecified),5,2,-4,3,-7,-3.0,95,-3,0,-9
O=C(NCC(=O)N(CC1CCCO1)C(C(=O)NC1CCCC1)c1cccnc1)c1ccco1 (stereo unspecified),1,2,8,-4,2,2.5,101,12,-2,6
CC1(C)CC(=O)C(C=NCCN2CCN(C(=S)Nc3ccc(F)cc3)CC2)=C(O)C1,-8,-5,7,1,-1,-1.2,89,0,2,-3
Cc1ccc(NC(=O)CN(C)C(=O)CSc2nnc(C(F)(F)F)n2C)cc1,-2,3,-5,-5,-4,-0.3,93,0,0,-2
c1ccc(-c2ccc(-c3[nH]ncc3CN3CCC(N4CCSCC4)CC3)cc2)cc1,-6,-3,-3,4,-1,-0.9,97,3,-3,11
COc1ccc(S(=O)(=O)NCCSCc2cccs2)cc1,-6,2,-4,15,-12,-0.3,98,2,-1,4
CCOC(=O)c1cnc(-n2nc(C)cc2C)nc1-n1nc(C)cc1C,-5,5,-5,4,1,-1.0,94,-8,1,6
O=C(c1cc(F)ccc1F)C1CCCN(C(=O)CCN2CCCCO2)C1 (stereo unspecified),-7,0,7,-5,1,-2.5,99,23,0,1
Cc1ccc(S(=O)(=O)N2CCCOC2CNC(=O)C(=O)NC2CCCC2)cc1 (stereo unspecified),.,0,0,2,1,0.3,96,-14,1,-2
C=CCCN(C(CC(C)C)C(=O)OC)S(=O)(=O)c1cc(Br)ccc1Br (stereo unspecified),-8,0,16,1,-5,2.2,101,-1,-8,-19
COc1ccc(CNC(=O)CN(C(=O)c2csnn2)c2cccc(F)c2)cc1,-5,-1,18,-7,0,-2.4,95,6,2,1
O=c1[nH]c2ccc(NC(=S)NCc3ccccc3)cc2[nH]1,-4,3,-2,2,5,-0.6,94,-4,2,4
COC(=O)c1ccc(NC(=O)C2CCN(S(C)(=O)=O)CC2)cc1,-5,-1,-9,2,-4,2.6,99,-2,2,-1
Cc1sc2nc(SC(C)C)nc(N)c2c1C,.,6,3,-2,9,2.0,96,-4,1,-3
Cc1occc1C(=O)NNC(=O)c1ccccc1[N+](=O)[O-],-5,-4,3,2,5,0.0,104,-8,0,2
O=C(c1cccc(N2CCCC2=O)c1)N1CCOCC1,-5,1,6,1,1,0.2,90,-2,1,1
CCOc1ccc2oc(C(=O)N(Cc3nnc(-c4ccccc4Cl)o3)C3CC3)c(C)c2c1,-4,2,18,1,-1,-2.9,96,0,0,-14

Compound profiles (already shown). Order of values: CaV13 FRET inh	HTR2A ag	MC4R antag cAMP	PDI turbidity	ABHD5 PLIN5 PPI	MC4R ag barr	ABCB6 inh 2	Granule exo inh	N-glyco inh	H9c2 protect
Results for CC(Oc1cc2oc(=O)c3c(c2cc1Cl)CCCC3)C(=O)NCC1CCC(C(=O)O)CC1 (stereo unspecified) : -3	-3	16	-1	3	-4.0	100	-1	0	-2
Results for CC(=O)Oc1ccc2c(=O)oc(-c3ccccc3)nc2c1 : -5	4	15	-5	1	0.3	102	-1	0	-6

Hits appear at their usual frequency; any-hit rate near 4.2%.
